# FEN1 inh = qHTS Assay for the Inhibitors of Human Flap endonuclease 1 (FEN1) | 390,000 tested, 0.35% active | Recombinant FEN1 flap cleavage, fluorescence, 15 min | P39748 | AID 588795, 2011 | Potency, µM (highest dose often 114 µM), for inactives: at the top dose activity change, negative = inhibition, usual class: inhibitors; note: nearly all actives have a fitted effect of over 65% in size
# Target sequence (P39748 whole entry, looked up): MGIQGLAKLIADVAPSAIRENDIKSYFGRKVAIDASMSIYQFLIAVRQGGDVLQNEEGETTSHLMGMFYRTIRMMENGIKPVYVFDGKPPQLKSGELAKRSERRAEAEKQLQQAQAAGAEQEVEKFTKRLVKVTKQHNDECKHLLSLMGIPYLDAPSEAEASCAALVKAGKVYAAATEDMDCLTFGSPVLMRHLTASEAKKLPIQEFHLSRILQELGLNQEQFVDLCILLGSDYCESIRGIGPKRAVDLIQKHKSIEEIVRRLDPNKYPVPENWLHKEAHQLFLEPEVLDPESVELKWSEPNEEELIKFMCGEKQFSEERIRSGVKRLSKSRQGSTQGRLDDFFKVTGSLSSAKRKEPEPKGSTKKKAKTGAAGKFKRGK
#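 Compounds are tested as a concentration series against 10 nM FEN1; after a 15 min room-temperature preincubation, 50 nM substrate starts cleavage, with plate reads at 0 and 15 min. Normalized responses are fitted by a Hill equation.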
# TDP1 inh = qHTS Assay for Inhibitors of Tyrosyl-DNA Phosphodiesterase (TDP1); Tyrosyl-DNA phosphodiesterase 1 (Homo sapiens), Q9NUW8; recombinant TDP1, AlphaScreen DNA substrate cleavage; Potency, µM (doses to about 130 µM), for inactives: top-dose activity change, negative = inhibition, usual class: inhibitors; 350,000 tested, 0.28% active; AID 485290, 2010; note: nearly all actives have a fitted effect of over 40% in size
# Target sequence (Q9NUW8 whole entry, looked up): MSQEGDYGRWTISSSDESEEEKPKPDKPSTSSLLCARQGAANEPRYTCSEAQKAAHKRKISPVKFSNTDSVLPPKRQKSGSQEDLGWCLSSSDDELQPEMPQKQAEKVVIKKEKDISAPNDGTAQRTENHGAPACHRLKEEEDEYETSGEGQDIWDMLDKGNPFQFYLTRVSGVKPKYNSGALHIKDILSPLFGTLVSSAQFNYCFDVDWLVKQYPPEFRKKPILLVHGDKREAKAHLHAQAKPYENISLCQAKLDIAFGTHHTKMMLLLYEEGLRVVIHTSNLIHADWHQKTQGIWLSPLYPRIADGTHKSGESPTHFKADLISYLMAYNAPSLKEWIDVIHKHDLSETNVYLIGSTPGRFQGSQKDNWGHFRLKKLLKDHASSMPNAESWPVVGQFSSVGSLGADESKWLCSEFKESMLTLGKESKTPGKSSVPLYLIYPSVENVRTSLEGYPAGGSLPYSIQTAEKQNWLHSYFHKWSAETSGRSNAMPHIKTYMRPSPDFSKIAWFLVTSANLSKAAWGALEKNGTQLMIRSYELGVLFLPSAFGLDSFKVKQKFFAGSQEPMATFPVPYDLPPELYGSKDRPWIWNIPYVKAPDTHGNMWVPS
#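 E. coli-derived human Tdp1, 1 nM final. Cpd preinc 15 min RT; substrate 15 nM final, 5 min RT; AS bead mix 10 ug/ml final, 10 min RT. Signal loss = tyrosine-FITC cleavage. No-enzyme wells = max signal.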
# N370S GC = qHTS Assay for Inhibitors and Activators of N370S glucocerebrosidase as a Potential Chaperone Treatment of Gaucher Disease | Lysosomal acid glucosylceramidase (Homo sapiens), P04062 | AID 2101, 2009 | 330,000 tested, 0.092% active | N370S GC spleen homogenate, 4MU-glucoside fluorescence | Potency, µM (doses to about 59.4 µM), for the others: at the top dose activity change, negative = inhibition, most hits filed as inhibitors;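 note: 0% = full enzyme activity and -100% = no enzyme basal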
# * hit, by the source's call; ? = inconclusive; nt = no result given; & = joins results of further samples; [ ] = another dose, or the depositor's remark. Calls come from the whole dose curve; as a rule, active = well fitted curve in the direction sought with a large enough effect; inconclusive = small, poorly fitted or top-dose-only effect, or another doubt; inactive = no such curve, though single readings can be large; an effect the other way counts as inactive or inconclusive. Unless noted, % is set by controls: 0 for no effect and ±100 for the full control effect; potency is the fitted concentration of half-maximal effect.
SMILES,FEN1 inh,TDP1 inh,N370S GC
CN(N)c1nc2ccccc2nc1C(F)(F)F,-3%,-5%,-6%
CCN(CC)CCN1C(=O)c2ccccc2NC1c1cc(OC)c(OC)c(OC)c1 (stereo not given),3%,5%,-23%
Cn1c(C(=O)NCc2ccc(F)cc2)cc2cc(S(=O)(=O)N3CCCCC3)ccc21,-3%,8%,nt
CC(C)OCCCNC(=O)CN1CCN(Cc2ccccc2Cl)C1=O,-2%,5%,3%
CSc1nnc(NC(=O)c2cc(=O)c3cc(C)c(C)cc3o2)s1,-1%,5%,nt
COCCCNC(=O)CSc1nc2c(sc3ccccc32)c(=O)n1CCCC(=O)NCCOC,-2%,5%,nt
CN=c1scc(-c2cc(OC)ccc2OC)n1/N=C/c1c(C)[nH]c2ccccc12,2%,8%,-8%
Cc1ccc(O)c(C(=O)c2cc(C#N)c(=O)n(Cc3ccccc3)c2)c1,-14%,-3%,10%
COC(=O)CCNCCSc1nnc(-c2ccco2)n1Cc1ccccc1,-8%,nt,-3%
O=C(Nc1cc(S(=O)(=O)N2CCCCC2)ccc1N1CCOCC1)c1cc(=O)[nH]c2ccccc12,-2%,-1%,?
O=[N+]([O-])c1cccc(-c2nnc3cccc(Cl)n23)c1,-2%,nt,0%
NC1=NC[C@H](Cc2ccccc2)N1CCc1cc(C(F)(F)F)cc(C(F)(F)F)c1,5%,1%,-1%
Cc1ccc(COC(=O)c2ccc3ccccc3n2)cc1,4%,-21%,-7%
COc1ccc(N(C(=O)Cn2nnc(-c3ccccc3F)n2)C(C(=O)NCC2CCCO2)c2ccc(Cl)cc2)cc1 (stereo not given),2%,5%,0%
Cn1c(=O)c2c(SCC(=O)N3CCOCC3)nc(C3CCCCC3)nc2n(C)c1=O,nt,-6%,15%
CC1(c2ccc(OC(F)F)cc2)NC(=O)N(/N=C/c2c(O)ccc3ccccc23)C1=O (stereo not given),4%,7%,6%
CCn1c(SCc2nc3scc(-c4ccccc4)c3c(=O)[nH]2)nnc1-c1ccc(Cl)cc1,-2%,6%,2%
O=C1[C@H]2[C@@H](/C=C/c3ccccc3)N3C(=O)CN(Cc4ccccn4)C(=O)[C@@]3(Cc3ccccc3)[C@H]2C(=O)N1c1ccccc1,-2%,nt,1%
O=C(NCc1ccc(Cl)cc1)C1CCC(CNc2c(N3CCOCC3)c(=O)c2=O)CC1 (stereo not given),19%,4%,-2%
Cc1ccc(SCc2cc(=O)[nH]c(/N=C(\N)Nc3ccc(C)c(C)c3)n2)cc1,-9%,3%,-11%
O=C(CSc1ccc2nnc(CCNC(=O)c3ccccc3)n2n1)Nc1ccccc1F,17%,0%,3%
O=C(NCCc1cnc[nH]1)c1cccs1,-8%,3%,-5%
CCc1nn(CC(=O)NCc2cccc(OC)c2OC)c(=O)c2cc3occc3n12,-9%,-3%,nt
Nc1cc(C(=O)O)ccc1Nc1ccccc1,-4%,7%,13%
COc1ccccc1-c1nnc2sc(COc3ccccc3)nn12,-7%,7%,4%
COCCN1CCN(C(=O)c2ccc3oc(CCc4ccccc4)nc3c2)CC1,1%,1%,-5%
O=C(O)c1ccc(COc2ccc([N+](=O)[O-])cc2)o1,-16%,nt,0%
Cc1nc2c(ccc3nc(NC(=O)C4CC4)sc32)s1,2%,-5%,5%
O=C(NCc1ccccc1Cl)c1ccc(CSCc2cccc(F)c2)o1,-7%,-6%,nt
Cc1ccc2[nH]c(C(=O)N/N=C/c3ccc([N+](=O)[O-])cc3)c(C)c2c1,18%,nt,-9%
CCOCCCNC(=O)c1ccc2c(c1)N(CC)C(=O)c1ccccc1S2=O (stereo not given),-1%,nt,-3%
CCN(C(=O)COC(=O)/C=C/c1ccccc1[N+](=O)[O-])C1CCS(=O)(=O)C1 (stereo not given),-3%,2%,16%
O=S(=O)(c1ccc2ccccc2c1)N1CCN(S(=O)(=O)c2c(F)cccc2F)CC1,4%,0%&2%&0%,nt
O=C1C=C(NNC(=O)c2ccncc2)CC(c2ccccc2)C1 (stereo not given),-7%,8%,-9%
O=C(NCCCn1ccnc1)c1cccc(Cl)c1,5%,nt,1%
COc1ccc(CCC(=O)N2c3ccccc3CC2C)cc1 (stereo not given),-7%,0%,4%
Cc1cc(C)c2nc(NNC(=O)c3ccc(S(=O)(=O)N4CCc5ccccc5C4)cc3)sc2c1,-25%,0%,6%
C/C(=N/NC(N)=S)c1ccccc1[N+](=O)[O-],-2%,4%,-2%
CCc1ccc(NC(=O)CSc2nnc(CC)c(CC)n2)cc1,17%&0%,5%&-2%,3%
O=C(CN1C(=O)COc2ccc(Cl)cc21)Nc1nccs1,-2%,0%,nt

# 15 structures from above, sorted by length of the SMILES, smallest number first:
SMILES,FEN1 inh,TDP1 inh,N370S GC
Nc1cc(C(=O)O)ccc1Nc1ccccc1,-4%,7%,13%
O=C(NCCCn1ccnc1)c1cccc(Cl)c1,5%,nt,1%
COc1ccc(CCC(=O)N2c3ccccc3CC2C)cc1 (stereo not given),-7%,0%,4%
Cc1nc2c(ccc3nc(NC(=O)C4CC4)sc32)s1,2%,-5%,5%
COc1ccccc1-c1nnc2sc(COc3ccccc3)nn12,-7%,7%,4%
CCc1ccc(NC(=O)CSc2nnc(CC)c(CC)n2)cc1,17%&0%,5%&-2%,3%
O=C(O)c1ccc(COc2ccc([N+](=O)[O-])cc2)o1,-16%,nt,0%
O=C(NCc1ccccc1Cl)c1ccc(CSCc2cccc(F)c2)o1,-7%,-6%,nt
COCCN1CCN(C(=O)c2ccc3oc(CCc4ccccc4)nc3c2)CC1,1%,1%,-5%
CCOCCCNC(=O)c1ccc2c(c1)N(CC)C(=O)c1ccccc1S2=O (stereo not given),-1%,nt,-3%
CCc1nn(CC(=O)NCc2cccc(OC)c2OC)c(=O)c2cc3occc3n12,-9%,-3%,nt
O=S(=O)(c1ccc2ccccc2c1)N1CCN(S(=O)(=O)c2c(F)cccc2F)CC1,4%,0%&2%&0%,nt
Cc1ccc2[nH]c(C(=O)N/N=C/c3ccc([N+](=O)[O-])cc3)c(C)c2c1,18%,nt,-9%
CCN(C(=O)COC(=O)/C=C/c1ccccc1[N+](=O)[O-])C1CCS(=O)(=O)C1 (stereo not given),-3%,2%,16%
Cc1cc(C)c2nc(NNC(=O)c3ccc(S(=O)(=O)N4CCc5ccccc5C4)cc3)sc2c1,-25%,0%,6%

# Other compounds follow.
SMILES,FEN1 inh,TDP1 inh,N370S GC
O=C(CSc1nnc(C2CC2)n1-c1ccccc1)N1CCNC1=O,7%,0%,nt
Cc1cc(=O)[nH]c(SCCOc2ccc(OC(C)C)cc2)n1,3%,2%,26%
Cc1ccc(NC(=O)c2cccnc2C(=O)Nc2ccc(C)cc2)cc1,5%,-5%,1%
CC(=O)OCC(=O)Nc1c(C)cccc1C,14%,2%,8%
O=C(O)CC(c1cccc([N+](=O)[O-])c1)N1Cc2ccccc2C1=O (stereo not given),-1%,nt,8%
C=CCn1c(C)c(/C=C/c2cc[n+](C)cc2)c2ccccc21,-32%,nt,-29%
CC(C)C(C(=O)NC1CCCCC1)N(CC1CCCO1)C(=O)CNS(=O)(=O)c1ccc(F)cc1 (stereo not given),3%,4%,5%
COc1ccccc1N1CCN(Cc2nc(N)nc(Nc3ccc(C)c(Cl)c3)n2)CC1,-19%,13%,-13%
Cn1nnc(NC(=S)NC(=O)c2cc3ccccc3o2)n1,1%,nt,-5%
Cc1ccc(C(=O)CCS(=O)(=O)c2ccc(Cl)cc2)cc1,6%,3%,5%
CC(C)C(=O)Nc1ccccc1C(=O)N/N=C/c1ccc([N+](=O)[O-])cc1,-14%,4%,-22%
COc1ccc(NC(=O)CCc2nnc3n(CC(C)C)c(=O)c4ccccc4n23)cc1OC,3%,5%,nt
CN(C)c1ccc(C(=S)N2CCNCC2)cc1,4%,-2%,17%
CCOC(=O)CC/C(C)=N\N=C1\SC(CC(=O)O)C(=O)N1c1ccccc1 (stereo not given),-19%,-11%,-9%
CS(=O)(=O)NCc1ccc(C(=O)NCc2ccccc2)cc1,2%,5%,6%
C/C(CC(=O)Nc1ccc2c(c1)OCO2)=N\NC(=O)C(c1ccccc1)c1ccccc1,-1%,6%,8%
CCOc1ccc(N(CC(=O)Nc2cccnc2)S(C)(=O)=O)cc1,-14%,-8%,-17%
COc1ccc(C(C)=O)cc1COc1ncnc2ccccc12,-8%,4%,8%
Cn1c(N)c(C(=O)COC(=O)Cc2ccc(Cl)c(Cl)c2)c(=O)n(C)c1=O,-21%,1%,nt
O=c1[nH]c2ccccc2cc1CN(Cc1cccnc1)S(=O)(=O)c1ccc([N+](=O)[O-])cc1,-6%,7%,0%
CS(=O)(=O)N1CCC(Oc2ccccc2C(=O)NCCCc2cccnc2)CC1,18%,-1%,4%
COc1ccccc1Nc1nnc(SCC2CCCCO2)s1 (stereo not given),0%,nt,25%
CC(C)(CNc1ccc([N+](=O)[O-])cc1C#N)N1CCOCC1,4%,-2%,3%
CCOC(=O)c1cnc2ccccc2c1NCCc1ccc(OC)c(OC)c1,-32%&-22%,-2%,-5%
COc1ccc(NS(=O)(=O)c2cccc(C(=O)N/N=C/c3ccc(O)cc3)c2)cc1,0%,0%,-9%
CCOC(=O)N1CCN(c2ccc(C(=O)CC)cc2F)CC1,6%,-2%,-3%
O=C(CSc1nc2ccccc2o1)Nc1ccccc1N1CCOCC1,0%,6%,-18%
COc1ccc(C(C(=O)NCCC(C)C)N(CCN2CCOCC2)C(=O)Cn2nnc3ccccc32)c(OC)c1 (stereo not given),4%,0%,15%
Cc1ccccc1NC(=O)CCC(=O)N/N=C/c1ccncc1,23%,11%,3%
C#CCSc1nc2ccccc2c(=O)n1CC=C,-19%,-4%,nt
Cc1ccc(/C([O-])=C(/C(=S)NCc2ccc3c(c2)OCO3)[n+]2ccc(N(C)C)cc2)c(C)c1,-3%,8%,-8%
CCc1ccccc1NC(=S)NN,nt,6%,-2%
O=C(Nc1ncc(S(=O)(=O)c2ccc([N+](=O)[O-])cc2)s1)c1ccccc1F,-5%,0%,-3%
CCOc1ccccc1N(CC(=O)N1CCc2ccccc2C1)S(C)(=O)=O,-3%,nt,-11%
CCc1ccc(CNC(=O)C2CCN(C(=O)c3ccc(-n4ccc5ccccc54)s3)CC2)cc1,-7%,0%,nt
CC(C)c1ccccc1NC(=O)c1cccnc1,-1%,3%,-7%
O=C(Nc1nnc(-c2ccco2)o1)c1ccc([N+](=O)[O-])s1,0%,8%,-7%
COc1cc(/C=N/n2c(-c3n[nH]c4c3CCC4)n[nH]c2=S)ccc1O,-1%,nt,5%
Fc1ccccc1CSc1ncnc2sc3c(c12)CCCC3,-5%,5%,4%
CCCn1c(N2CCC(Cc3ccccc3)CC2)nc2c1c(=O)[nH]c(=O)n2C,-14%,5%,-16%[2.35 µM]
COC(=O)c1cc2oc3ccccc3c2n1CC(=O)Nc1ccc(C)c(F)c1,6%,3%,nt
COc1ccc(CCN2CN(S(=O)(=O)c3ccc(OC)cc3)c3nc4ccccc4nc32)cc1,6%,3%,13%
CC(=O)Nc1ccc(NC(=O)[C@@H](NC(=O)N2C[C@H]3C[C@@H](C2)c2cccc(=O)n2C3)C(C)C)cc1,2%,nt,1%
CC(OC(=O)c1ccc2c(c1)NC(=O)CS2)C(=O)c1ccc(F)cc1 (stereo not given),-22%,-4%,nt
O=C(CCn1c(=O)c2sccc2n(CC(=O)OCc2ccccc2)c1=O)NCc1ccco1,-13%,2%,-17%
COc1cc(C=Nc2cccc(C)c2)c(O)c([N+](=O)[O-])c1,14%,3%,-7%
COc1ccc(C2C(C#N)=C(N)N(c3sc4c(c3C#N)CCCC4)C3=C2C(=O)CC(C)(C)C3)cc1OC (stereo not given),13%,8%,28%
Cc1c(C)c2c(OCC(=O)N3CCC(C(N)=O)CC3)cc3c(c2oc1=O)CCC(C)(C)O3,10%,nt,17%
COc1ccccc1CNC(=O)C(=O)NCC1OCCN1S(=O)(=O)c1ccc(Br)cc1 (stereo not given),-5%,3%,-3%
CCc1ccc(OCC(=O)NC(=S)Nc2ccc(C)cc2C)c(Br)c1,1%,1%,7%
CCOC(=O)c1[nH]c(C)c(C(=O)NC(C)CC)c1C (stereo not given),-3%,7%,5%
CCN(CC)c1ccc2cc(S(=O)(=O)c3ccc(C)cc3)c(=O)oc2c1,1%,6%,2%

# Assay outcomes (PubChem)
